RORgamma inh: blocks mouse ROR gamma transcriptional activity; Drosophila S2 Gal4-RORgamma UAS-luciferase reporter, 20 h; Potency, µM (titrated, usually from 53.6 µM), inactives show at the top dose activity change, negative = inhibition, most hits filed as inhibitors; 310,000 compounds, 5.4% hits; AID 2551; further: on the % scale 0 is the no-effect control and ±100 the full control effect; nearly all actives have a fitted effect of over 60% in size
Target sequence (P51450 whole entry, looked up, the tested form may be a part): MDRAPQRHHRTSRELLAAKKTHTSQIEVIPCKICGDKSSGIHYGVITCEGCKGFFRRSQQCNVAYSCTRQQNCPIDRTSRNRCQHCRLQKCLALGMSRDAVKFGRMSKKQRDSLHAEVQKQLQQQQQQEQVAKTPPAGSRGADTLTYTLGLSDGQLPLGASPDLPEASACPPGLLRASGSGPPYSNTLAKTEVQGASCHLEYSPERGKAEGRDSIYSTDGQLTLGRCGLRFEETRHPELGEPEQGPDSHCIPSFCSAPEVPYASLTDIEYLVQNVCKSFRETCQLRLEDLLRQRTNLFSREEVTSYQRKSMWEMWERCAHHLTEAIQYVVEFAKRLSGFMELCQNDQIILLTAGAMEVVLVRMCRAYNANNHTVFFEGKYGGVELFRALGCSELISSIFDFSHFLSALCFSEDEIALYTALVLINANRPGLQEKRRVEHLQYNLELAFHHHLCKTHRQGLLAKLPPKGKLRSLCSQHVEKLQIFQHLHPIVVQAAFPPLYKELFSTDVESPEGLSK
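Luminescence from a UAS-regulated Photinus luciferase reporter in stably transfected Drosophila Schneider cells is measured; decreased signal marks ROR gamma inhibition. Fusion expression is induced by 700 uM copper sulfate for 20 hr.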
ELG1 genotoxic: genotoxicity induction in ELG1-luciferase HEK293T cells; HEK293T ELG1-luciferase reporter, luminescence, 16 h; Potency, µM (doses to about 46 µM), inactives show at the top dose activity change, positive = activation, usual class: activators; 330,000 compounds, 1.3% hits; further: % of control where 0% means no effect; nearly all actives have a fitted effect of over 60% in size
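16 hr compound incubation (37 °C, 5% CO2) of HEK293T cells carrying luciferase-tagged ELG1; luciferase then measured by ONE-Glo luminescence after 30 min at RT.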
NPC1 promoter act: activators of NPC1 promoter. 320,000 compounds, 2.4% hits. Huh7 NPC1 promoter luciferase reporter, 24 h. Potency, µM (series often up to 9.22 µM), without a hit: top-dose activation, usual class: activators;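 further: % of control where 0% means no effect; nearly all actives have a fitted effect of over 60% in size; reporter is driven by a mutant NPC1 promoter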
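Cells: Huh7 expressing luciferase under the NPC1 promoter, 1500/well. Seeded 2 h, compound added, incubated 24 h at 37 °C. Luciferase reagent, 10 min ambient, then luminescence.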
Gal4-VP16 FLuc: Gal4-VP16 reporter inhibition counter-screen | Drosophila S2 Gal4-VP16 UAS-luciferase, luminescence, 20 h | Potency, µM (highest dose often 53.6 µM), without a hit: at the highest dose activity, negative = inhibition, hits mostly inhibitors | 310,000 compounds, 3.5% hits;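 further: Gal4-VP16 expression switched on by copper sulfate through the metallothionein promoter; on the % scale 0 is the no-effect control and ±100 the full control effect; nearly all actives have a fitted effect of over 50% in size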
FLuc modulator: inhibits or activates purified firefly luciferase, miR-21 counter-screen; P08659; purified FLuc, Km substrates, luminescence inhibition; Potency, µM (doses to about 57.5 µM), for inactives: top-dose activity change, negative = inhibition, hits mostly inhibitors; 360,000 compounds, 6.9% hits; AID 588342;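 further: plate controls were vehicle for no effect and reference inhibitor for full effect; nearly all actives have a fitted effect of over 55% in size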
Target sequence (P08659 whole entry, looked up): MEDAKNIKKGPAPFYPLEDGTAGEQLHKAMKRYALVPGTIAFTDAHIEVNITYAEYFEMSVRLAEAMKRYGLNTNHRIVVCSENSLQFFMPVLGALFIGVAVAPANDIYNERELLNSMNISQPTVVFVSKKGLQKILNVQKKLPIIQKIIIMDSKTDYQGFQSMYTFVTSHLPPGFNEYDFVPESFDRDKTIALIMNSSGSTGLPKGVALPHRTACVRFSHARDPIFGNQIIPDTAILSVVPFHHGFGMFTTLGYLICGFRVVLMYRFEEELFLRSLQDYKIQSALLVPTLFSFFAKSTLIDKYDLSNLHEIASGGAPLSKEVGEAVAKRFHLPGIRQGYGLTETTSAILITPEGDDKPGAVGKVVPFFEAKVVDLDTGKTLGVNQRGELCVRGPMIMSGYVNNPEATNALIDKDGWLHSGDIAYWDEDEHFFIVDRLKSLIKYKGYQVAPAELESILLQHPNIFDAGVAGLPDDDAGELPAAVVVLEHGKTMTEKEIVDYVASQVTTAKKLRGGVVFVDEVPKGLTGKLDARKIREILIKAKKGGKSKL
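Purified P. pyralis luciferase, 10 nM final, with Km-level 10 uM D-luciferin and 10 uM ATP in 50 mM Tris acetate pH 7.5, 10 mM Mg acetate, 0.01% Tween-20, 0.05% BSA; 6-point qHTS titration about 60 µM downward; luminescence read.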
uPA surface inh: cell surface uPA generation inhibition; cell surface uPA generation assay, qHTS; Potency, µM (series often up to 38.3 µM), for the others: top-dose activity change, negative = inhibition, hits mostly inhibitors; 330,000 compounds, 0.31% hits; AID 540303; active means well fitted inhibition curve with a large enough effect; inconclusive means small, poorly fitted or top-dose-only effect; inactive means no such curve, though single readings can be large or run the other way; tested in mouse RAW 264.7 cells; further: on the % scale 0 is the no-effect control and ±100 the full control effect; nearly all actives have a fitted effect of over 55% in size
CXXC DNA block: blocks binding of human MLL CXXC domain to DNA. Q03164. 290,000 compounds, 0.037% hits. Potency, µM (highest dose often 115 µM), inactives show at the top dose activity change, negative = inhibition, usual class: inhibitors. AID 2662. MLL-CXXC / FITC-HOXA9 DNA fluorescence polarization; active means well fitted inhibition curve with a large enough effect in the polarisation, with a control signal flat, not every such curve was filed as active; inconclusive means small, poorly fitted or top-dose-only effect, or effect the other way, or a change in a side signal; inactive means no such curve, though single readings can be large or run the other way; the % refers to the polarisation
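Purified MLL-CXXC (added from a 7 uM solution) was preincubated 5 min at ambient with pinned compounds in 50 mM Tris-HCl pH 7.5, 50 mM NaCl, 1 mM DTT, 0.05% BSA. Fluorescein-labeled HOX-A9 DNA (50 nM solution) followed, 30 min, then polarization read.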
MBNL1 CUG block: MBNL1-poly(CUG) RNA binding inhibition. Q9NR56. TR-FRET MBNL1-His/biotin-(CUG)12 binding, 665/545 ratio. Potency, µM (series often up to 57.5 µM), for the others: at the top dose activity change, negative = inhibition, hits mostly inhibitors. 280,000 compounds, 0.036% hits. AID 2675; active means well fitted inhibition curve with a large enough effect in the signal ratio, with a control signal flat, not every such curve was filed as active; inconclusive means small, poorly fitted or top-dose-only effect, or effect the other way, or a change in a side signal; inactive means no such curve, though single readings can be large or run the other way; the % refers to the signal ratio; further: on the % scale 0 is the no-effect control and ±100 the full control effect
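Compound titration spanned 92 nM–58 uM against the MBNL1-His/biotin-(CUG)12 complex. After 60 min at room temperature with 5 nM streptavidin-XL665 and 0.055 ng/ul terbium anti-His, ratiometric 665/545 nm emission (Ex 340 nm) normalized to controls.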
p53 reactivation: mutant p53 re-activation in reporter cells; 320,000 compounds, 0.063% hits; Potency, µM (doses to about 92.2 µM), without a hit: top-dose activity change, positive = activation, usual class: activators; H1299 p53-A138V BP100-luciferase reporter, luminescence, 24 h; further: % of control where 0% means no effect; nearly all actives have a fitted effect of over 45% in size
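p53-null H1299 cells stably carrying temperature-sensitive p53-A138V and a BP100-luciferase reporter were pinned with compounds (4-point, 1:5 series) and held 24 hrs at 37 deg C. Luminescence was read 10 min after detection reagent.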
BRCA1 expr act: BRCA1 expression activation | MCF7-BRCA1-FFLuc reporter, luminescence, 48 h; response scale: scaled: vehicle 0%, 10 µM genistein 100% | Potency, µM (series often up to 46.1 µM), without a hit: at the highest dose activation, usual class: activators | 380,000 compounds, 1.1% hits | AID 624202; further: nearly all actives have a fitted effect of over 80% in size; some results filed as inactive show a strong effect at the top dose
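MCF7 cells carrying a BRCA1-firefly luciferase reporter (2000 cells/well, phenol-red free MEM) were attached for 2 h at 37 °C, then given compounds for 48 h. Luminescence was read 15 min after luciferase reagent; activity normalized to genistein (10 microM) and DMSO.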
Rab9 prom act: activators of Rab9 promoter; Huh7 Rab9 promoter-luciferase reporter, luminescence, 24 h; Potency, µM (series often up to 9.22 µM), for the others: top-dose activation, negative = inhibition, hits mostly activators; 320,000 compounds, 2.8% hits; AID 485297; further: % of control where 0% means no effect; nearly all actives have a fitted effect of over 60% in size
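Promoter activation is measured as luciferase luminescence in Huh7 cells stably transfected with a Rab9 promoter–luciferase construct, following 24 h compound exposure at 37 °C and 10 min reagent incubation at ambient temperature.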
Active calls of the source: *; u = inconclusive; x = not tested or not shown; & = joins results of further samples; [ ] = dose if it differs, or a comment. Unless noted, the call rests on the fitted dose curve; in most records, active means well fitted curve in the direction sought with a large enough effect; inconclusive means small, poorly fitted or top-dose-only effect, or another doubt; inactive means no such curve, though single readings can be large; an effect the other way counts as inactive or inconclusive. Potency means the concentration at half of the fitted maximal effect.

SMILES	RORgamma inh	ELG1 genotoxic	NPC1 promoter act	Gal4-VP16 FLuc	FLuc modulator	uPA surface inh	CXXC DNA block	MBNL1 CUG block	p53 reactivation	BRCA1 expr act	Rab9 prom act
Cc1c(NC(=O)COC(=O)c2ccccc2Cl)c(=O)n(-c2ccccc2)n1C	-14%	0%	-2%	6%	-4%	-6%	12%	-3%	-1%	-3%	0%
Cc1ccc(S(=O)(=O)N2CCCOC2CNC(=O)C(=O)NCc2ccncc2)cc1 (configuration not stated)	30%	-2%	1%	-22%	3%	2%	-3%	6%	-6%	-1%	-1%
Cc1cccc(CCN2C(N(C)C)=NC[C@@H]2C)c1	x	2%	0%	x	0%	-4%	x	x	-13%	4%	-1%
O=C(Nc1nc(-c2ccc(Cl)cc2Cl)cs1)c1ccc(OCC2CCCO2)cc1 (configuration not stated)	-37%	-8%	-19%	18µM*	u	-2%	4%	x	-6%	-33%	-30%[inhibitor]
O=C(NCCCSc1ccccc1)c1cnc(Cl)c(Cl)c1	11%	-2%	-10%	2%	-10%	3%	15%	-6%	3%	-32%	0%
Cc1ccc(OCCn2c(CCCO)nc3ccccc32)cc1	7%	x	x	-1%	0%	-7%	10%	-6%	x	-20%	x
Cc1ccc(-c2nsc(SCC(=O)NCc3ccc4c(c3)OCO4)n2)cc1	-9%	3%	-2%	-12%	-11%	3%	5%	10%	7%	-71%	-6%
COc1ccc(OC)c(CCNC(=O)CS(=O)(=O)Cc2nc(-c3ccccc3Cl)oc2C)c1	10%	-7%	-3%	4%	3%	1%	5%	0%	-6%	-10%	-2%
Cc1ccc2c(Cl)cc(Cl)c(OCC(=O)NCc3ccco3)c2n1	7.1µM*	-9%	-2%	11µM*	1%	x	-19%	4%	3%	x	-37%[inhibitor]
O=C(c1cccc(Oc2ccc([N+](=O)[O-])cc2Cl)c1)N1CCCCC1	u	-1%	-5%	-2%	1%	-2%	-8%	u	1%	4%	-2%

By substructure, those above with a halogen.
SMILES	RORgamma inh	ELG1 genotoxic	NPC1 promoter act	Gal4-VP16 FLuc	FLuc modulator	uPA surface inh	CXXC DNA block	MBNL1 CUG block	p53 reactivation	BRCA1 expr act	Rab9 prom act
Cc1c(NC(=O)COC(=O)c2ccccc2Cl)c(=O)n(-c2ccccc2)n1C	-14%	0%	-2%	6%	-4%	-6%	12%	-3%	-1%	-3%	0%
O=C(Nc1nc(-c2ccc(Cl)cc2Cl)cs1)c1ccc(OCC2CCCO2)cc1 (configuration not stated)	-37%	-8%	-19%	18µM*	u	-2%	4%	x	-6%	-33%	-30%[inhibitor]
O=C(NCCCSc1ccccc1)c1cnc(Cl)c(Cl)c1	11%	-2%	-10%	2%	-10%	3%	15%	-6%	3%	-32%	0%
COc1ccc(OC)c(CCNC(=O)CS(=O)(=O)Cc2nc(-c3ccccc3Cl)oc2C)c1	10%	-7%	-3%	4%	3%	1%	5%	0%	-6%	-10%	-2%
Cc1ccc2c(Cl)cc(Cl)c(OCC(=O)NCc3ccco3)c2n1	7.1µM*	-9%	-2%	11µM*	1%	x	-19%	4%	3%	x	-37%[inhibitor]
O=C(c1cccc(Oc2ccc([N+](=O)[O-])cc2Cl)c1)N1CCCCC1	u	-1%	-5%	-2%	1%	-2%	-8%	u	1%	4%	-2%

More compounds follow:
SMILES	RORgamma inh	ELG1 genotoxic	NPC1 promoter act	Gal4-VP16 FLuc	FLuc modulator	uPA surface inh	CXXC DNA block	MBNL1 CUG block	p53 reactivation	BRCA1 expr act	Rab9 prom act
COc1ccc(C2CC(c3cccs3)=NN2C(=O)COC(=O)c2cc3ccccc3cc2O)cc1OC (configuration not stated)	-7%	-1%	-2%	6%	-1%	3%	11%	x	-3%	1%	-10%
Cc1cc(C)n2nc(SCC(=O)N/N=C/c3ccccn3)nc2n1	27%	-1%	1%	-10%	1%	2%	5%	-5%[11.5 µM]	-4%	-1%	-1%
COCCn1c(C)cc(C(=O)CSc2nc3ccccc3o2)c1C	-7%	u	0.63µM*	u	1.3µM*	-2%	0%	-5%	u	u	0.35µM*
Cc1cc(NC(=O)C2CC(=O)N(c3ccc(F)cc3)C2)no1 (configuration not stated)	-10%	-3%	3%	9%	2%	6%	3%	1%	-1%	12%	1%
CCc1cccc(NC(=O)c2ccc3c(=O)n4c(nc3c2)CCCCC4)c1	24%	-8%	u	u	13µM*	-1%	28%	-14%	2%	45%	23%
CCCCOc1ccccc1C(=O)NNC(=S)NC(=O)c1ccccc1[N+](=O)[O-]	14µM*	-1%	-6%	u	3%	-8%	2%	12%	x	-46%	-2%
Cc1ccc(N(C(=O)CNC(=O)c2ccco2)C(C(=O)NC2CCCC2)c2ccncc2)cc1 (configuration not stated)	2%	0%	1%	27%	0%	1%	10%	-2%	3%	-4%	4%
O=C(OCC(=O)N1CCN(C(=O)c2ccco2)CC1)c1cc(-c2ccccc2)nc2ccccc12	5%	-12%	-2%	6%	15µM*	0%	1%	u	-14%	-19%	8%
O=S(=O)(Nc1nc2ccccc2nc1Cl)c1ccc(Br)cc1	-7%	-5%	-5%	-12%	u	u	10%	12%	0%	-56%	-5%
COc1ccccc1N1CCN(C(=O)c2c(C)cc(=O)oc2C)CC1	-9%	0%	1%	5%	0%	-4%	-3%	0%	-2%	-13%	1%
CCOC(=O)c1c(C)nc(C)c(C(=O)OCC)c1-c1ccc(Br)cc1	180%	-4%	0%	-4%	3%	-8%	6%	9%	-12%	-20%	-2%
C(=N\Nc1nc(N2CCCC2)nc(N2CCCC2)n1)/c1cccnc1	-14%	-12%	-5%	1%	4%	1%	-3%	0%	18%	-7%	-6%
CCn1c(CN2CCN(C(=O)c3ccco3)CC2)nc2c1c(=O)n(C)c(=O)n2C	u	-9%	0%	-2%	1%	2%	-1%	-6%	0%	-19%	-2%
COc1ccc(CSc2nnc(-c3ccncc3)n2C)cc1F	24%	3%	1%	2%	1%	-1%	3%	-2%	27%	17%	10%
COC(=O)C1=NNC2(C)C(=O)N(c3ccc(C)cc3)C(=O)C12 (configuration not stated)	1%	0%	-4%	7%	3%	3%	2%	-6%	2%	-5%	-3%
Cc1c(C(=O)O)c(C(=O)O)c2n1CCS2	20%	-1%	-1%	-2%	-1%	1%	-7%	x	-3%	-5%	-1%
COc1nnc(-c2ccc(N3CCOCC3)c(NC(C)=O)c2)c2ccccc12	-5%	-1%	2%	5%	1%	-2%	7%	0%	-13%	-5%	-1%
CCOC(=O)c1c(C)[nH]c(C(=O)N(C)CC(=O)Nc2ccc(OC)cc2)c1C	x	7%	-2%	x	x	4%	x	x	8%	-2%	1%
CN(C)S(=O)(=O)c1ccc(Cl)c(NC(=O)CSc2nc3c(cc2C#N)C(=O)CCC3)c1	1%	-3%	-6%	-2%	-1%	12%	13%	1%	-9%	-17%	-4%
C=C(C)COc1ccc(-c2nc(N)ncc2Oc2ccc(OC)cc2)c(O)c1	10%	-2%	-3%	-25%	-18%	2%	-3%	5%	-18%	-77%	-5%
Cc1ccc(C(=O)O/N=C/c2c(Cl)n(C)c3ccccc23)cc1	-22%	-1%	0%	-6%	2.7µM*	0%	2%	-10%	-3%	-41%	0%
c1ccc(Cc2nn3c(Cn4nnc5ccccc54)nnc3s2)cc1	36%	1%	7%	-12%	u	x	-14%	14%	8%	30%	26%
CCc1ccc(NC(=O)CCS(=O)(=O)c2ccc3c(c2)CCN3C(C)=O)cc1	13%	-1%	-4%	-4%	-1%&-6%	2%	-6%	9%	3%	7%	-1%
CC1=Nn2c(nnc2-c2cc(C)[nH]n2)SC1	-12%	0%	-1%	2%	0%	1%	-5%	7%	1%	-12%	-1%
CC(=O)c1ccc(S(=O)(=O)N(CCCO)Cc2cc3cc4c(cc3[nH]c2=O)OCCO4)cc1	13%	5%	-6%	4%	1%	0%	1%	-5%	2%	-18%	26%
O=C1C2=C(NC(=S)NC2c2ccc(Cl)cc2)NC(c2ccc(Cl)cc2)N1c1ccc(Cl)cc1 (configuration not stated)	18%	-9%	-2%	-11%	-11%	-5%	u	3%	-11%	-74%	26%
COCCN1C(=O)c2oc3ccccc3c(=O)c2C1c1ccc(O)c(OC)c1 (configuration not stated)	-37%	2%	-1%	5%	-2%	-4%	9%	18%	1%	0%	2%
Nc1cc(=O)[nH]c(=O)n1Cc1ccccc1	-9%&3%	2%	-1%	7%&1%	2%	1%	12%	-19%	0%	-5%	2%

Compound activity deposited in PubChem BioAssay by National Center for Advancing Translational Sciences (NCATS).

Some of the compounds tested. The share of hits here may be higher or lower than overall.
